MOR-DOR ag: agonists of OPRM1-OPRD1 heterodimerization, primary screen, cell-based, luminescence | Mu-type opioid receptor (Homo sapiens) + Delta-type opioid receptor (Homo sapiens), … | cells | activation, % at 9.3 µM | 0.3% of 340,000 active | AID 504326, 2011; in the data active = activation above about 18%;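 note: 0% = vehicle-treated cells and 100% = reference agonist; values of inactives mirror those of a sister screen read the other way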
Target sequence (P35372 whole entry, looked up): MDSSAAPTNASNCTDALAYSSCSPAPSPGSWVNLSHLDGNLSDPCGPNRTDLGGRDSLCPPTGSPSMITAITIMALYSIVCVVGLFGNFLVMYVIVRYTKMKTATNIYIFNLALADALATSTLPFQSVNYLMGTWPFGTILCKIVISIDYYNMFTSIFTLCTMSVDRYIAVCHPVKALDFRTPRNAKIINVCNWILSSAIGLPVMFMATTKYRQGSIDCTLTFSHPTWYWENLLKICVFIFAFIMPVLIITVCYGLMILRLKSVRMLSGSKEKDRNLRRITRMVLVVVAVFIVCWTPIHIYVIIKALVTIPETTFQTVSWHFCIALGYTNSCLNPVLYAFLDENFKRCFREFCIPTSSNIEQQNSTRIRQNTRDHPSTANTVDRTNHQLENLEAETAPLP
Target sequence (P41143 whole entry, looked up): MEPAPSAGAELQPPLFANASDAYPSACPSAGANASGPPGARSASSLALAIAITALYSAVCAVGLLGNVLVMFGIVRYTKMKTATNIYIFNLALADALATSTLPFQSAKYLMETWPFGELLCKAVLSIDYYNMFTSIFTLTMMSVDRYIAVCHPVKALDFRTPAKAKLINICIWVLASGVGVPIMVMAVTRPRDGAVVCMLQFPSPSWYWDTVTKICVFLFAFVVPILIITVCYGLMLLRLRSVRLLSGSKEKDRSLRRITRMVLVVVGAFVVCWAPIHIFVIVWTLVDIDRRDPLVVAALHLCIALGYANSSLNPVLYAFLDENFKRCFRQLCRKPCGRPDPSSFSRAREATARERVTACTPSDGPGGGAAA
AddAB inh: growth inhibition of E. coli expressing H. pylori AddAB, primary screen, AddAB inhibitor project, absorbance; inhibition, % at 11.9 µM; 0.29% of 330,000 active; in the data active = inhibition above about 12%;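 note: 0% = vehicle wells of infected cells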
PKA-R1A act: activators of PKA-R1A holoenzyme, primary screen, biochemical, fluorescence polarization, Cy5-IP20, bovine R1A, mouse PKAc; cAMP-dependent protein kinase type I-alpha regulatory subunit (Bos taurus) + …; PKA-R1A dissociation; scaled: DMSO 0%, 113 µM cGMP 100%; activation, % at 11.4 µM; 0.083% of 340,000 active;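 active = percent activation above the mean of all tested compounds plus 3 SD, cut at about 19% in these data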;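 note: higher means more PKAc released from R1A so a rise in polarization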
MOR-DOR inv ag: inverse agonists of MOR-DOR heterodimerization, primary screen, cell-based, luminescence | cell-based MOR-DOR heterodimer luminescence, inverse agonism | inhibition, % at 9.3 µM | 0.21% of 340,000 active | AID 504357, 2011; in the data active = inhibition above about 22%, passing the limit was not always enough;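 note: 0% = cells with DMSO and 100% = wells without cells with DMSO; values of inactives mirror those of a sister screen read the other way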
SUMO Mot1 rescue: yeast Mot1-301 growth rescue at high temperature, primary screen, SUMOylation pathway inhibitor project, S. cerevisiae, ATP luminescence, 38.5C | 1% of 320,000 active | growth rescue, % at 18.8 µM | S. cerevisiae Mot1-301 growth rescue; percent above DMSO median, 100 means doubled;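 active = every valid replicate shows activation above 250% relative to neutral control wells; inactive = the rest, any valid replicate at or below 250%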;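 note: OY570 slx delta 5 strain wells were the positive control but not used for scaling; some compounds called inactive have numbers as strong as hits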
Ecoli viability: E. coli V3065 growth inhibition, primary screen, counter-screen for AddAB inhibitor project, absorbance, OD600; 18 h; inhibition, % at 11.9 µM; 0.27% of 330,000 active; AID 449728, 2010;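 active = inhibition above the campaign's mean inhibition across all tested compounds plus 3 SD, cut at about 9.9% in these data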;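 note: uninfected addAB+ strain grown without phage in ampicillin broth; 0% = DMSO wells and 100% = ciprofloxacin 0.95 µg/ml wells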
DSG3 Ab inh: inhibitors of pemphigus antibody binding to DSG3, primary screen, biochemical, bead-based, flow cytometry, scFv-GFP. binding (percent of control), % at 10 µM. DSG3-coupled beads, scFv-anti-DSG3-GFP binding; stronger effect = lower value. 0.48% of 310,000 active. AID 588358, 2011;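 active = binding more than 3 SD below its plate's average and above zero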;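 note: hits lower antibody fragment binding to DSG3; some compounds called inactive have numbers as strong as hits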
Tat export inh: E. coli Tat export inhibitors, primary screen, MC4100, TorA-mCherry reporter, fluorescence, single point. inhibition, % at 10 µM. 0.036% of 340,000 active. AID 488895, 2010;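 active = mean replicate inhibition at least 50% and at least half of replicates individually reaching 50%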;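 note: exported cargo escapes ClpAP degradation while cytoplasmic cargo is degraded and loses fluorescence; 0% = median of neutral control wells and 100% = median of NaSCN control wells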
PfHsp90 set2: growth inhibition of PfHsp90-expressing yeast, primary screen, antimalarial PfHsp90 inhibitor project, S. cerevisiae, BacTiter-Glo luminescence, single point, set 2. inhibition, % at 9.4 µM. BacTiter-Glo ATP, 48 h; yeast lacking PDR1 and PDR3 efflux regulators. AID 504621, 2011. 0.32% of 310,000 active;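 active = every replicate shows inhibition above about 80%, whatever the replicate mean, limit read from the data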;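 note: 0% = DMSO neutral controls and 100% = 20 µM radicicol positive controls; yeast relying on Plasmodium falciparum Hsp90 in place of its own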
Arr AP2 block: inhibitors of beta-arrestin/AP2 binding, primary screen, biochemical, GPCR trafficking, flow cytometry; FITC-arrestin peptide / GST-AP2 beads; AP2 beta2 appendage carries R879A mutation; inhibition, % at 10 µM; 0.31% of 340,000 active; AID 504490, 2011;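 active = inhibition above a set limit, near 3 SD of compounds lacking own fluorescence, cut at about 54% in these data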;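 note: plate controls were DMSO wells for no effect and 5 µM unlabelled arrestin peptide for full effect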
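system = GST-tagged AP2 beta2-adaptin appendage (R879A) on 4 µm glutathione beads | reagent = FITC-labelled arrestin peptide probe, 50 nM final | schedule = compound with beads 12 min RT, then probe 1 h RT | signal = HyperCyt-sampled flow cytometry, FL1 channel, ex 488/em 535 nm | read-out = percent response from loss of bead-bound FITC fluorescence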
phage Ecoli inh: growth loss of phage-infected E. coli, primary screen, RecBCD inhibitor project, absorbance, with phage, HTS; inhibition, % at 11.9 µM; 0.26% of 360,000 active; in the data active = inhibition above about 11%
* hit, by the source's call; x = not tested or not shown; & = joins results of further samples.

(1) Cc1ccc(C(=O)N(Cc2nc3ccccc3c(=O)[nH]2)C2CCCC2)cc1
(2) O=C1N(c2ccc(Cl)cc2)C(c2ccc(Cl)cc2)N2CCCN12 (stereo not drawn)
(3) CC(C)Cc1nnc(NC(=O)CN2C(=O)c3ccccc3C2=O)s1
(4) O=C(Nc1ccc(F)cc1)C1CCN(C(=O)NCc2ccccc2)CC1
(5) O=C(c1ccc(N2CCCC2=O)cc1)N1CCOCC1
(6) COc1cccc2c1C(=O)c1c(O)c3c(c(O)c1C2=O)CC(O)(C(C)=NNC(=O)c1ccc(Cl)c(Cl)c1)CC3OC1CC(N)C(O)C(C)O1 (stereo not drawn)
(7) CCc1ccc(C(=O)NN(C(=O)c2ccc(CC)cc2)C(C)(C)C)cc1
(8) CCN1CCN(Cc2ccc(NC(=O)c3ccc(C)c(NC(=O)c4ccno4)c3)cc2C(F)(F)F)CC1

Screen / compound no.	1	2	3	4	5	6	7	8
MOR-DOR ag	-0.8	-0.4	-0.2	1.8	-1.2	8.0	-2.1	2.2
AddAB inh	0.8	-0.6	-0.1	3.4	1.5	x	1.9	-2.9
PKA-R1A act	1	-4	-7	3	2	2	3	-9&-1
MOR-DOR inv ag	4	2	1	-14	7	-35	11	-13
SUMO Mot1 rescue	379	-12	168	189	122	x	-6	-2
Ecoli viability	-1.1	-2.1	-0.7	1.1	1.1	x	-2.2	-1.6
DSG3 Ab inh	96	100	99	103	101	123	103	106&108
Tat export inh	13	-1	0	-7	3	-2	0	-1
PfHsp90 set2	-23	3	5	2	-15	-4	11	-5
Arr AP2 block	16	3	17	11	10	26	-3	1
phage Ecoli inh	3.5	4.1	3.6	1.0	0.9	3.1	2.8	0.1&0.6

(9) O=C(O)CN1C(=O)C(=O)N(Cc2cccc(F)c2)C1=O
(10) Cc1ccc(NC(=O)CNC(=O)c2cccs2)nc1
(11) C(=C\c1nnc(-c2cccs2)o1)/c1ccccc1
(12) O=c1ccn(Cc2ccccc2Cl)cc1
(13) COc1ccccc1CNC(=O)C(=O)NCC1OCCN1S(=O)(=O)c1ccc2c(c1)OCCO2 (stereo not drawn)
(14) CN(CC(=O)NCc1ccccn1)S(=O)(=O)c1ccccc1
(15) COCc1c(C(=O)N/N=C(/C)c2ccc(OCc3ccccc3)cc2)nnn1-c1nonc1N
(16) CC(C)(C)n1nnnc1C(c1cccc(C#N)c1)N1CCCCCC1 (stereo not drawn)

Screen / compound no.	9	10	11	12	13	14	15	16
MOR-DOR ag	-0.5	-2.1	-0.2	0.0	-1.7	-1.4	-4.3	-0.3
AddAB inh	-0.9	3.1	2.5	0.2	-0.2	0.5	2.7	0.7
PKA-R1A act	2	-9	-6	-6	-2	-14	-2	9
MOR-DOR inv ag	2	14	1	0	10	8	22	2
SUMO Mot1 rescue	293	8	-12	2	-10	174	-12	-7
Ecoli viability	-0.4	-1.3	-0.7	-0.5	2.9	1.5	2.5	-1.1
DSG3 Ab inh	102	x	85	79	96	100	x	x
Tat export inh	-11	0	0	2	1	-1	-3	-1
PfHsp90 set2	-4	5	19	14	-2	7	8	4
Arr AP2 block	14	-12	20	2	7	-5	17	11
phage Ecoli inh	0.0	4.3	1.6	-0.9	2.1	0.8	0.9	1.8

Record cards (already shown):
CN(CC(=O)NCc1ccccn1)S(=O)(=O)c1ccccc1 is listed with MOR-DOR ag: -1.4; AddAB inh: 0.5; PKA-R1A act: -14; MOR-DOR inv ag: 8; SUMO Mot1 rescue: 174; Ecoli viability: 1.5; DSG3 Ab inh: 100; Tat export inh: -1; PfHsp90 set2: 7; Arr AP2 block: -5; phage Ecoli inh: 0.8
O=C(O)CN1C(=O)C(=O)N(Cc2cccc(F)c2)C1=O is listed with MOR-DOR ag: -0.5; AddAB inh: -0.9; PKA-R1A act: 2; MOR-DOR inv ag: 2; SUMO Mot1 rescue: 293; Ecoli viability: -0.4; DSG3 Ab inh: 102; Tat export inh: -11; PfHsp90 set2: -4; Arr AP2 block: 14; phage Ecoli inh: 0.0

Following part:
(17) COCCN(C(=O)CSc1nnc(-c2cccc(C)c2)n1C)c1c(N)n(Cc2ccccc2)c(=O)[nH]c1=O
(18) CC[C@@]1(C(=O)OC)N[C@H](CN(C)S(=O)(=O)c2ccc(C(C)(C)C)cc2)[C@@H]2C(=O)N(Cc3ccccc3)C(=O)[C@@H]21
(19) CC[C@H](C)C(C(=O)N1CCN(C(=O)OC(C)(C)C)CC1)n1cc(C(CO)NC(=O)OC(C)(C)C)nn1 (stereo partly drawn)
(20) Cc1ccc(-c2ccccc2)n1-c1cccc(C(=O)O)c1
(21) CC(C)NC(=O)c1ccc(Sc2ccccc2)c([N+](=O)[O-])c1
(22) COc1ccc(OC)c(C(c2nnnn2CC2CCCO2)N2CCN(C)CC2)c1 (stereo not drawn)
(23) O=c1cc(CO)oc(CN2CCN(CCO)CC2)c1O
(24) CC(CCN1CCN=C1N(C)C)c1ccccc1 (stereo not drawn)

Screen / compound no.	17	18	19	20	21	22	23	24
MOR-DOR ag	-2.2	-0.9	-2.6	-2.3	0.7	-2.2	-1.8	-1.5
AddAB inh	-2.4	0.3	1.1	4.0	3.1	2.9	-0.9	2.4
PKA-R1A act	-6	0	7	-6	6	-3	-6	8
MOR-DOR inv ag	10	4	12	12	-3	10	8	8
SUMO Mot1 rescue	17	13	-2	-22	8	-13	3	0
Ecoli viability	-3.0	-1.2	1.2	-0.9	1.1	0.3	1.8	-1.9
DSG3 Ab inh	x	96	99	97	98	117	100	100
Tat export inh	-2	-15	4	6	6	-8	-2	1
PfHsp90 set2	34	5	13	-25	-28	5	2	-20
Arr AP2 block	11	31	-9	11	20	17	-5	19
phage Ecoli inh	-5.1	2.0	1.3	0.7	1.4	-0.9	1.1	2.8

(25) CC(C)CNC(=O)CC(=O)N/N=C/c1cccs1
(26) COc1ccc(C(=O)N/C(=C\c2cn(S(=O)(=O)N(C)C)c3ccccc23)C(=O)N2CCN(C)CC2)cc1
(27) Cn1cc(CN2CCCC(CO)(Cc3ccccc3)C2)c2ccccc21 (stereo not drawn)
(28) COc1ccc(NC(=O)CSCC(=O)Nc2ccc(S(=O)(=O)N3CCOCC3)cc2)cc1
(29) Cc1cccn2c(CNC3CCCc4ccccc43)c(C(=O)N3CCCCC3)nc12 (stereo not drawn)
(30) Cc1ccsc1/C=C1\Oc2cc(OCC(=O)c3ccccc3)ccc2C1=O
(31) COc1ccc(S(=O)(=O)NCc2cccnc2)cc1OC
(32) CCCCNC(=S)Nc1ccc([N+](=O)[O-])cc1

Screen / compound no.	25	26	27	28	29	30	31	32
MOR-DOR ag	-1.2	5.7	-1.2	0.6	-3.0	0.7	-2.0	2.3
AddAB inh	3.0	4.5	3.3	-0.4	1.4	-0.1	2.1	7.9
PKA-R1A act	-6	-15	4	-10	-5	10	1	-9
MOR-DOR inv ag	6	-30	6	-3	14	-3	10	-13
SUMO Mot1 rescue	-20	-4	7	12	14	-9	6	-13
Ecoli viability	1.7	1.5	3.2	-0.2	0.4	0.3	-0.3	4.4
DSG3 Ab inh	x	106	97	97	100	101	95	100
Tat export inh	-4	-1	5	2	6	6	-3	14
PfHsp90 set2	-1	15	13	-3	-18	2	-1	3
Arr AP2 block	7	4	-7	-2	-32	13	11	-12
phage Ecoli inh	1.5	2.4	4.3	0.9	-0.9	1.1	0.6	3.5

(33) CCc1nnc(NC(=O)CSc2nnc(CNC(=O)c3cc(OC)c(OC)c(OC)c3)o2)s1
(34) O=c1c2[nH]c3ccccc3c2ncn1Cc1cccnc1
(35) Cc1cc(C)c(-c2c(O)c3c(n(C)c2=O)CC(C)(C)CC3=O)c(C)c1
(36) O=C1NC(c2ccc(Br)cc2)Oc2ccccc21 (stereo not drawn)
(37) CCn1c(SCC(=O)NCc2ccc3c(c2)OCO3)nnc1-c1cccs1
(38) COc1ccc(S(=O)(=O)N(CCc2ccccc2)CC(=O)NC(C)C)cc1
(39) S=C(Nc1ccccc1)Nc1ccc(Cl)cn1
(40) Cn1c(=O)[nH]c(=O)c2c1nc(Br)n2CCSc1nc2ccccc2o1

Screen / compound no.	33	34	35	36	37	38	39	40
MOR-DOR ag	-0.2	-2.7	-0.7	-2.8	-2.0	-1.2	-0.4	-1.2
AddAB inh	3.0	x	-0.3	1.3	0.7	-0.7	-2.1	-0.8
PKA-R1A act	-5	2	4	-16	-5	-4	-8	-6
MOR-DOR inv ag	1	14	4	14	10	6	2	6
SUMO Mot1 rescue	-10	x	33	-6	-5	46	-9	-3
Ecoli viability	0.6	x	3.4	-0.5	0.8	0.0	-0.9	1.1
DSG3 Ab inh	102	105	97	115	100	101	114	94
Tat export inh	-7	-2	-3	-9	6	16	6	-1
PfHsp90 set2	3	3	33	-11	19	-14	x	20
Arr AP2 block	28	6	-11	1	21	-51	47	-4
phage Ecoli inh	4.8	0.3	3.4	-0.5	1.1	0.8	x	1.2

(41) Cc1nc2ccc(NC(=O)NCCCO)cc2s1
(42) Cc1ccc(SCC(=O)NNC(=O)CNC(=O)c2ccc(Br)cc2)cc1
(43) COC(=O)CNC(=O)C1CCCN1C(=O)CNC(=O)OCc1ccccc1 (stereo not drawn)
(44) CC(C)(C)C(=O)NC(=S)Nc1ccc(Cc2ccncc2)cc1
(45) COC(=O)CNc1nc(Cl)nc(N2CCC(C)CC2)n1
(46) CCC(C)c1ccc(NC(=S)NCCn2cc(Br)cn2)cc1 (stereo not drawn)
(47) Cc1nc(-c2cccnc2)sc1C(=O)Nc1ccc(F)cc1F
(48) COc1ccc2oc(C(=O)OC(C)C(=O)N3C(C)CCCC3C)c(C)c2c1 (stereo not drawn)

Screen / compound no.	41	42	43	44	45	46	47	48
MOR-DOR ag	-3.2	-2.1	-3.5	-1.9	-2.6	1.9	-2.4	0.6
AddAB inh	1.6	-2.3	2.5	2.6	0.5	5.2	-0.3	0.2
PKA-R1A act	-2	-11	-6	1	-1	-14	-10	-7
MOR-DOR inv ag	18	11	18	9	14	-10	12	-3
SUMO Mot1 rescue	-14	4	363	34	-15	5	4	18
Ecoli viability	1.8	-2.3	0.2	-0.6	3.4	0.8	-2.9	1.9
DSG3 Ab inh	105	98	95	123	92	x	102	97
Tat export inh	-1	7	-5	14	2	8	-9	16
PfHsp90 set2	13	x	7	0	2	15	-5	x
Arr AP2 block	-5	27	-4	2	4	-4	-2	-18
phage Ecoli inh	1.0	0.5	2.4	2.6	0.5	3.2	1.7	3.2

Screens deposited in PubChem by several laboratories.
